a7 integrin act: integrin-mediated muscular dystrophy alleviation activation | Potency, µM (titrated, usually from 38.3 µM), inactives show at the top dose activation, actives largely listed as activators | 0.064% of 350,000 active | alpha7betagal myoblasts, beta-gal FDG fluorescence, 48 h; active = well fitted activation curve with a large enough effect;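 also: 100% = response of the positive control SU9516; nearly all actives have a fitted effect of over 60% in size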
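Alpha7betagal+/- myoblasts (passage 13) were plated 16-24 hr, then exposed to compounds (1:260 dilution of DMSO stock) for 48 hours at 37C. After MPER lysis, β-galactosidase reporter activity was read as FDG fluorescence (ex 480/em 540) after 30 minutes.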
* marks the source's active call; other numbers are inactive results; [ ] = another dose, or the depositor's remark. Potency is read from the fitted curve at half-maximal effect.

SMILES	a7 integrin act
COc1ccc(C(=O)NCc2ccc(C)cc2)cc1S(=O)(=O)N1CCOCC1	-1.9%
CC(C)NC(=O)N(C)C[C@H]1OCc2cnnn2CCCC(=O)N([C@H](C)CO)C[C@H]1C	5.0%
CC(C)C1C(=O)N(Cc2cn(CCC3OCCO3)nn2)CCS(=O)(=O)N1Cc1ccc(-c2ccc(Cl)c(Cl)c2)cc1 (stereo not drawn)	-43.3%
COc1ccc(-c2ccc(CN3C(CC(C)C)C(=O)N(Cc4cn(Cc5ccco5)nn4)CCS3(=O)=O)cc2)cc1 (stereo not drawn)	-21.8%
Cc1cccc(C)c1N1C(=O)CC(Sc2ccccc2N)C1=O (stereo not drawn)	-2.5%
NC(=O)C(CCc1nc2ccccc2[nH]1)NS(=O)(=O)c1ccccc1 (stereo not drawn)	28.4%
C[C@@H]1CN([C@H](C)CO)C(=O)CCCn2cc(nn2)CO[C@H]1CN(C)C(=O)Nc1ccc(-c2cccs2)cc1	22.3%
CN(Cc1ccc(F)cc1)S(=O)(=O)c1ccc2[nH]c(=O)[nH]c2c1	1.6%
C[C@H]1CN([C@@H](C)CO)C(=O)c2cc(Br)cnc2O[C@H]1CN(C)Cc1ccccc1C(=O)O	-1.3%
Cc1ccccc1CN1C[C@H]2CON(C)[C@H]2C[C@H]1c1cccc(Br)c1	19.5%
O=C1NC(Cc2ccccc2)c2nc3ccc(F)cc3c(=O)n2-c2ncccc21 (stereo not drawn)	16.8%
C[C@@H](O)C#Cc1ccc2c(c1)O[C@H](CN(C)C(=O)Nc1ccccc1)[C@@H](C)CN([C@@H](C)CO)S2(=O)=O	17.6%
CCc1ccc(C(C#N)=CC=Cc2ccccc2)cc1	-46.8%[inhibitor]
COc1ccc(OC)c(NC(=O)CCNC(=O)N2CC(=O)Nc3ccccc32)c1	16.8%
CCCCN1C(=O)C(CC(=O)NCc2cccc3ccccc23)CC(C(=O)N2CCOCC2)=C1C (stereo not drawn)	-23.6%
COc1cc(NC(=O)CCN2CCN(c3ccccc3OC)CC2)cc(OC)c1	4.7%
O=C(NCCc1cn[nH]c1)c1ccc2oc(CCc3ccccc3)nc2c1	19.3%
C[C@@H]1CN([C@H](C)CO)S(=O)(=O)c2ccc(C#Cc3cccc(F)c3)cc2O[C@@H]1CN(C)C(=O)CN1CCOCC1	4.2%
COc1ccc(NC(=O)COC(=O)c2ccc3c(c2)OCCO3)cc1	-3.5%
CS(=O)(=O)Nc1ccc2c(c1)[C@@H]1C[C@@H](CC(=O)NCc3cccnc3)O[C@H](CO)[C@@H]1O2	-7.1%

Sorted by SMILES length (largest number first): part of the list above
SMILES	a7 integrin act
C[C@@H](O)C#Cc1ccc2c(c1)O[C@H](CN(C)C(=O)Nc1ccccc1)[C@@H](C)CN([C@@H](C)CO)S2(=O)=O	17.6%
CCCCN1C(=O)C(CC(=O)NCc2cccc3ccccc23)CC(C(=O)N2CCOCC2)=C1C (stereo not drawn)	-23.6%
O=C1NC(Cc2ccccc2)c2nc3ccc(F)cc3c(=O)n2-c2ncccc21 (stereo not drawn)	16.8%
O=C(NCCc1cn[nH]c1)c1ccc2oc(CCc3ccccc3)nc2c1	19.3%
CCc1ccc(C(C#N)=CC=Cc2ccccc2)cc1	-46.8%[inhibitor]

Other structures follow:
SMILES	a7 integrin act
COc1ccc(C(=O)C(=NN)c2ccccc2)cc1	19.6%
Cc1onc(-c2ccccc2)c1C(=O)OCC(=O)N1CCCCC1	-1.6%
CCN(CC)C(=O)C1=C(C)N(Cc2ccc(OC)cc2)C(=O)C(CC(=O)NCCN2CCOCC2)C1 (stereo not drawn)	2.2%
CCCCCC(=O)N1C[C@@H](n2cc(C3CC3)nn2)[C@H](O)C[C@@H]1c1ccc(C)cc1	11.7%
Cc1cn([C@H]2C[C@H](O)[C@@H](CNC(=O)[C@@H]3CCCN3Cc3ccccc3)O2)c(=O)[nH]c1=O	14.3%
Nc1nc(-c2ccccc2)nc2nonc12	6.7%
Cc1ccc([C@H]2N[C@]3(CCCN(Cc4ccc(F)cc4)C3=O)[C@H]3C(=O)N(C)C(=O)[C@@H]23)cc1	13.1%
C[C@@H]1CN([C@@H](C)CO)C(=O)CCCn2nncc2CO[C@@H]1CN(C)S(=O)(=O)c1cccs1	-4.6%
COc1ccc(N2CCN(CC(=O)Nc3c(C)cccc3C)CC2)cc1	-2.1%
COCCN(Cc1ccccc1)C(=O)c1cccc(S(=O)(=O)N2CCN(Cc3ccccc3)CC2)c1	-30.8%

Given bar-delimited: entries from further up.
canonical_smiles | a7 integrin act
CCN(CC)C(=O)C1=C(C)N(Cc2ccc(OC)cc2)C(=O)C(CC(=O)NCCN2CCOCC2)C1 (stereo not drawn) | 2.2%
CCCCCC(=O)N1C[C@@H](n2cc(C3CC3)nn2)[C@H](O)C[C@@H]1c1ccc(C)cc1 | 11.7%

(next part)
SMILES	a7 integrin act
CCOc1ccccc1N1CCN(CC(=O)N(C)CC(=O)Nc2ccccc2CC)CC1	14.0%
CC(C)CC1C(=O)N(Cc2cn(CC3CCCCC3)nn2)CCS(=O)(=O)N1Cc1ccc(-c2ccc(F)nc2)cc1 (stereo not drawn)	11.7%
C[C@H]1CN([C@@H](C)CO)S(=O)(=O)c2ccc(Br)cc2O[C@@H]1CN(C)S(=O)(=O)c1ccccc1	8.8%
CCOC(=O)c1ccc(NC(=O)c2nc[nH]c2C(=O)NC[C@H](C)O)cc1	18.8%
CCCCCC(=O)N1C[C@H](O)[C@@H](n2cc(-c3ccc(F)cc3)nn2)C[C@@H]1c1ccc(OC)cc1	-24.7%
COc1ccc(CNC(=O)O[C@H]2C[C@@H]3C(=O)N(c4ccccc4)C(=O)[C@@H]3[C@@H]3CN(S(=O)(=O)c4ccc(C)cc4)C[C@]23O)cc1OC	10.9%
CC1CCCC(NC(=O)CCN2C(=O)COc3ccccc32)C1C (stereo not drawn)	19.9%
O=C(COC(=O)c1cccc(Cl)c1Cl)NC1CCCCCC1	-1.0%
CC(C)CC1NC(=O)c2cccnc2-n2c1nc1cc(F)c(F)cc1c2=O (stereo not drawn)	-21.2%
S=C1SCN(CCc2ccccc2)CN1CCc1ccccc1	-8.8%
O=C(O)c1ccc(CSCc2ccccc2)o1	13.7%
CC(C)C[C@H]1COc2cc(Br)ccc2S(=O)(=O)N1	-18.4%
Cc1ccc([C@H]2C[C@@H](O)[C@H](n3cc(COC(=O)c4ccccc4)nn3)CN2C(=O)c2cccs2)cc1	5.9%
CC1(C)N=C(N)N=C(N)N1c1ccc(CCCCc2ccccc2)cc1	-60.3%[inhibitor]
COc1ccc(NC(=O)C[C@H]2C(=O)N(c3ccc(OC)cc3)C[C@@H]2c2ccc(Br)cc2)cc1	8.5%
COc1ccc2cc(CN(C)C(=O)CN3C(=O)NC4(CCCC4)C3=O)ccc2c1	1.9%
O=C(O)c1ccccc1C(=O)Nc1ccc(Nc2ccccc2)cc1	8.9%
COc1ccc(NC(=O)Nc2ccc3c(c2)C(=O)N([C@H](C)CO)C[C@H](C)[C@H](CN(C)Cc2ccc(C(=O)O)cc2)OCCCC[C@@H](C)O3)cc1	-8.4%
Cc1ccc(S(=O)(=O)N(CCc2ccccc2)c2ccc3c(c2)C2CC3CCN2C(=O)OCc2ccccc2)cc1 (stereo not drawn)	27.3%
Cc1ccc(S(=O)(=O)NCc2ccccc2)cc1C(=O)NCc1ccncc1	-6.0%
Cc1cccc(NC(=O)CSc2nncn2N)c1C	-4.3%
COc1ccc([C@H]2CN(c3ccc(OC)cc3)C(=O)[C@@H]2CC(=O)Nc2ccccc2)cc1	7.5%
C[C@H](CO)N1C[C@H](C)[C@H](CN(C)Cc2ccncc2)Oc2ncc(C#CC3CC3)cc2C1=O	4.9%
Nc1nc(N)c2cc(S(=O)(=O)c3cccc(C(F)(F)F)c3)ccc2n1	-49.0%
CCCCC(=O)N1C(C)CCC1C (stereo not drawn)	-7.2%
CCC/C=C/c1ccc(CN2C(CC(C)C)C(=O)N(Cc3cn(CC4CCCCC4)nn3)CCS2(=O)=O)cc1 (stereo not drawn)	16.4%
CC(=O)N(CC#CCN(C(C)=O)c1ccccc1)c1ccccc1	3.7%
CN(C(=O)COC(=O)c1ccc(S(=O)(=O)N2CCCCCC2)cc1)c1ccccc1	-12.1%
COc1cccc(C(=O)Nc2ccc3nc4n(c(=O)c3c2)CCCCC4)c1	-0.8%
O=S(=O)(c1cccc(C(F)(F)F)c1)N1c2ccccc2-n2cccc2C1c1cccnc1 (stereo not drawn)	-33.7%
C[C@H](CO)N1C[C@H](C)[C@@H](CN(C)Cc2ccc(Cl)c(Cl)c2)OCc2cnnn2CCCC1=O	-23.3%
CC(=O)c1ccc(OCC(=O)Nc2ccc3c(c2)OCO3)cc1	-7.9%
C[C@@H]1CN([C@H](C)CO)S(=O)(=O)c2ccc(Br)cc2O[C@H]1CN(C)C(=O)Nc1ccccc1	-4.3%
CN(Cc1ccccc1)S(=O)(=O)c1ccc(Cl)c(C(=O)N2CCOCC2)c1	-2.4%
O=Nc1ccc(NO)c2ccccc12	-55.8%[inhibitor]
CC1(C)OCC(N)(CO)CO1	13.0%
C[C@@H]1CN([C@H](C)CO)C(=O)CCCn2nncc2CO[C@H]1CN(C)C(=O)Nc1cccc2ccccc12	3.1%
Cc1ccc(S(=O)(=O)NCc2cccc([N+](=O)[O-])c2)cc1	-15.1%
COc1ccccc1Cn1c(=S)[nH]c2cc(C(=O)N3CCCC(C)C3)ccc2c1=O (stereo not drawn)	5.4%
N#CCSc1ccccc1NC(=O)COC(=O)C1CCN(C(=O)c2ccc(Cl)cc2)CC1	-11.4%
CCN(CC)C(=O)C1=C(C)N(Cc2ccccc2)C(=O)C(CC(=O)NCc2cccs2)C1 (stereo not drawn)	1.4%
CCOc1ccc2nc(N/C(N)=N/S(=O)(=O)c3ccc(C)cc3)nc(C)c2c1	5.9%
COCCCn1c(C(=O)NC2CCCCC2)cc2c(=O)n3cccc(C)c3nc21	16.1%
C[C@@H]1CN([C@H](C)CO)C(=O)CCCn2nncc2CO[C@H]1CN(C)C(=O)C1CC1	19.5%
COc1ccc2c(c1)c1c(c(=O)n(-c3ccc(C)cc3)c(=O)n1CC(=O)NCC1CCCO1)n2C (stereo not drawn)	2.3%
O=C(COc1ccc(S(=O)(=O)N2CCOCC2)cc1)NCCc1ccc(Cl)cc1	-2.3%
Cc1cn([C@H]2C[C@H](O)[C@@H](CCC(=O)NCc3ccc(N(C)C)cc3)O2)c(=O)[nH]c1=O	-28.1%
Cc1nccn1CC(=O)c1ccccc1	-9.1%
Cc1cccc(-n2ncc3c2CCCC3NC(=O)c2ccncc2)c1C (stereo not drawn)	-10.5%
COc1ccccc1C(=Cc1ccc([N+](=O)[O-])cc1)C(=O)O	-12.4%

3 of the entries above in order of their number in a7 integrin act, lowest first.
mol,a7 integrin act
O=C(COc1ccc(S(=O)(=O)N2CCOCC2)cc1)NCCc1ccc(Cl)cc1,-2.3%
CCN(CC)C(=O)C1=C(C)N(Cc2ccccc2)C(=O)C(CC(=O)NCc2cccs2)C1 (stereo not drawn),1.4%
COCCCn1c(C(=O)NC2CCCCC2)cc2c(=O)n3cccc(C)c3nc21,16.1%

New compounds follow
SMILES	a7 integrin act
CCOc1cccc(CN2CCC(Oc3ccc(C(=O)N4CCCC4)cc3)CC2)c1O	-8.8%
Cc1cccnc1NC(=O)c1ccc(S(=O)(=O)N2CCCC2)cc1	0.1%
O=C(NCCN1CCOCC1)c1cc(-c2ccccc2)nc2ccccc12	-4.1%
COC(=O)c1cn(C)c2ccc(S(=O)(=O)N(C)C3CCCCC3)cc2c1=O	12.4%
COc1ccccc1CNC(=O)COC(=O)c1cnc(C)cn1	7.4%
O=C(CN1CCN(C(=O)c2ccco2)CC1)Nc1cc(S(=O)(=O)N2CCCC2)ccc1Cl	-20.8%
COc1ccc(NC(=O)CSc2nnc3n2CCCCC3)cc1OC	0.3%
Cc1ccc(S(=O)(=O)N(C)C[C@@H]2OCc3cnnn3CCCC(=O)N([C@@H](C)CO)C[C@H]2C)cc1	20.8%
CCCCCC(=O)N1C[C@H](O)[C@@H](n2cc(C3CC3)nn2)C[C@@H]1c1ccc(C)cc1	19.6%
CCN(CC)C(=O)C1=C(C)N(CCCN2CCCC2=O)C(=O)C(CC(=O)NCc2cccs2)C1 (stereo not drawn)	-1.7%
CC(C)NC(=O)N(C)C[C@H]1Oc2cc(C#Cc3ccc(F)cc3)ccc2S(=O)(=O)N([C@H](C)CO)C[C@H]1C	-6.1%
O=C(Nc1ccc(Cl)cn1)c1ccccc1-c1ccccc1	-8.4%
COc1ccc(S(=O)(=O)N(C)[C@H]2C[C@H]3c4cc(N5CCN(C)CC5)ccc4CCN3C(=O)[C@H]2[C@H](C)O)cc1	-16.8%
C[C@@H]1CN([C@@H](C)CO)C(=O)c2cc(Br)cnc2O[C@@H]1CN(C)S(=O)(=O)c1ccc(F)cc1	6.0%
Cc1ccn(CC(=O)N2CCCC(N3CCN(c4cccc(C(F)(F)F)c4)CC3)C2)n1 (stereo not drawn)	11.8%
Cc1cc(C(=O)CCC(=O)Nc2cccc(F)c2)c(C)s1	23.6%
COc1ccccc1C(=O)NCC(=O)OCc1nnc(-c2ccccc2)o1	4.4%
Cc1ccc(C(=O)NCCc2nnc3ccc(SCC(=O)Nc4nnc(C)s4)nn23)cc1	-9.9%
N#Cc1ccccc1OCC(=O)NC1CCCCCC1	-19.8%
C=CCN1C(=O)C(=Cc2ccc3c(c2)CCC3)SC1=S	20.0%
COc1ccc(CN2C(=O)C(CC(=O)NC3CCCC3)CC(C(=O)N(C(C)C)C(C)C)=C2C)cc1 (stereo not drawn)	-10.2%
Cc1cc2c(cc1C)NC(=O)C(C)CN2 (stereo not drawn)	8.7%
C[C@@H]1CN([C@H](C)CO)C(=O)CCCn2nncc2CO[C@H]1CN(C)Cc1cccc(C(=O)O)c1	14.8%
O=C1CNC(c2ccccc2)C(c2ccccc2)N1 (stereo not drawn)	-3.7%
COc1ccc(/C=C/C(=O)OCC(=O)NC2CCCCCC2)cc1	8.8%
C[C@H](CO)N1C[C@H](C)[C@H](CN(C)S(=O)(=O)c2ccc3c(c2)OCCCO3)OCc2cnnn2CCCC1=O	0.4%
Cc1nnc(SCC(=O)NC2CCCCC2)n1-c1ccccc1	-19.0%

High-throughput results as filed in PubChem.

Some of the compounds tested (hit frequency here may not be typical).
